NS3 helicase inh = inhibitors of HCV NS3 helicase, primary screen, biochemical, Cy5 molecular beacon fluorescence | hit rate 0.56% among 290,000 | NS3 helicase DNA unwinding | inhibition, % at 10.9 µM | Hepatitis C virus NS3 helicase;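 active means inhibition above the mean of all tested compounds plus 3 SD, set per campaign, cut at about 35% in these data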;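 further: 0% = DMSO wells and 100% = thioflavine S control wells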
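System: HCV NS3 helicase fragment; control set: DMSO and thioflavine S; technique: Cy5 fluorescence at 0 and 60 min, beacon hairpin quenching; reagent: beacon DNA duplex substrate plus ATP; replicates: singlicate; schedule: 1 h reaction at 25 °C, ATP-initiated; medium: MOPS buffer pH 6.5 with MgCl2, DTT, Tween20, BSA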
VIM-2 inh = VIM-2 metallo-beta-lactamase inhibitors, primary screen, biochemical, epi-absorbance readout, Pseudomonas aeruginosa enzyme; purified VIM-2, nitrocefin hydrolysis, epi-absorbance fluorescence; inhibition, % at 5.6 µM; hit rate 0.89% among 290,000; AID 1527, 2009;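 active means inhibition above the mean of all tested compounds plus 3 SD, cutoff set per screening run, cut at about 7.5% in these data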;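 further: red hydrolysis product quenches plate fluorescence so inhibitors raise well fluorescence; 0% = enzyme with DMSO and 100% = DMSO without enzyme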
MEKK3 PB1 HTS = modulators of MEKK3-MEK5 PB1 binding, primary screen, biochemical, wildtype MEKK3, multiplex bead flow cytometry, Alexa488-MEK5; bead-based flow cytometry, Alexa488-MEK5 binding to MEKK3; actives lie on both sides; 0 = blocked by unlabeled MEK5, 100 = vehicle; binding response (% of control), % at 10 µM; hit rate 1.4% among 290,000;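 active means binding response more than 3 SD above or below the average of its plate-row segment, actives on both sides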;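 further: Alexa488 bead fluorescence after subtracting the streptavidin-only scavenger bead signal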
PHOSPHO1 inh = PubChem AID 1565; hit rate 1.1% among 290,000; Phosphoethanolamine/phosphocholine phosphatase (Homo sapiens), Q8TCT1; recombinant PHOSPHO1, absorbance phosphatase assay; inhibition, % at 13.3 µM; in the data active means inhibition above about 60%
p-CIP stab down = p/CIP-EGFP fusion destabilizers, primary screen, fluorescence, F442A cells; 16 h; decrease of EGFP signal, % at 10 µM; hit rate 0.01% among 290,000; AID 1984, 2009;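 active means EGFP signal decrease of at least 30% at 10 µM or well 3 SD below plate mean, unless failing retest; inactive means the rest, including hits failing retest or dose response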; further: some compounds called inactive have numbers as strong as hits; many of its hits are not listed in these tables
UBC9 SUMO inh = inhibitors of in vitro SUMOylation cascade, primary screen, biochemical, HTRF, uHTS; inhibition, % at 35 µM; AID 2006, 2009; HTRF SUMOylation assay, SAE1/SAE2 + UBC9; hit rate 0.36% among 290,000; in the data active means inhibition above about 50%, passing the limit was not always enough; further: strong numbers were not always called active
FID counter = compounds displacing fluorescent DNA intercalator, primary screen, artefact control for HCV NS3 helicase inhibitor project, biochemical, FID fluorescence; hit rate 0.17% among 290,000; inhibition, % at 7.9 µM; DNA fluorescent intercalator displacement; in the data active means inhibition above about 37%;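 further: 0% = vehicle and 100% = reference compound; higher means more ethidium bromide displaced from hairpin DNA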
IDE cell activ = human IDE activators in live cells, primary screen, fluorescence polarization, HEK cells, FAbeta-B substrate; Insulin-degrading enzyme (Homo sapiens), P14735; AID 493087, 2011; activation, % at 5.96 µM; FAbeta-B cleavage; 0% vehicle, 100% cell-free pure enzyme wells; hit rate 0.073% among 340,000;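 active means activation above the mean of all tested compounds plus 3 SD, set per screening campaign, cut at about 17% in these data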
Target sequence (P14735 whole entry, looked up): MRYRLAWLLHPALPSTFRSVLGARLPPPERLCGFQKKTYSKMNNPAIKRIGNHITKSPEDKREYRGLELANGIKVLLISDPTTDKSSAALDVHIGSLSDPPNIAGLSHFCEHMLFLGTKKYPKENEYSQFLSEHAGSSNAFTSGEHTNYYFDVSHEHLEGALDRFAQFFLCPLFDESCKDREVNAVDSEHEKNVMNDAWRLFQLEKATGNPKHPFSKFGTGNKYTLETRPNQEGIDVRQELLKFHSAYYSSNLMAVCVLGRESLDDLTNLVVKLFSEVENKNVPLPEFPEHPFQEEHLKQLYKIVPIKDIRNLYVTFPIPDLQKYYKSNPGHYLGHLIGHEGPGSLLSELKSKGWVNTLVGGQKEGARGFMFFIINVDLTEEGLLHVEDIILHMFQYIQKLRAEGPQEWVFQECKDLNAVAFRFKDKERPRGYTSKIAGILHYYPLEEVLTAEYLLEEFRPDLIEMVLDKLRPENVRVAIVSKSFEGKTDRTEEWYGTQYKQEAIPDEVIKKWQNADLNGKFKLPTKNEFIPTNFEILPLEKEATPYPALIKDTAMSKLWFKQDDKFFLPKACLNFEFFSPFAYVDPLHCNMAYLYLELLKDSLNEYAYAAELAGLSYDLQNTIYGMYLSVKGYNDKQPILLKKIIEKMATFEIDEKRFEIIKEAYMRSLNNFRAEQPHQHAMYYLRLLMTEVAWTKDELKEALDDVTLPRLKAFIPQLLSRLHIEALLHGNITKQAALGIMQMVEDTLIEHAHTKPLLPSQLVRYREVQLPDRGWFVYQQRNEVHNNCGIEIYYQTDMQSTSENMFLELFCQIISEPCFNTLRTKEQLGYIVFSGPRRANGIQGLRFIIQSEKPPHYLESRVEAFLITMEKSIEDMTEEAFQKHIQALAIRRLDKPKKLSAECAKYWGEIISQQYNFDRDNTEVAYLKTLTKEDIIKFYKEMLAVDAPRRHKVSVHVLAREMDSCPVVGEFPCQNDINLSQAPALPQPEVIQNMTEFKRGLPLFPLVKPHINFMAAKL
IMP-1 inh = IMP-1 metallo-beta-lactamase inhibitors, primary screen, biochemical, epi-absorbance readout, Pseudomonas aeruginosa enzyme; metallo-beta-lactamase IMP-1 (Pseudomonas aeruginosa); purified IMP-1, nitrocefin hydrolysis, epi-absorbance fluorescence; inhibition, % at 5.6 µM; hit rate 0.45% among 290,000; AID 1556, 2009;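 active means inhibition above the mean plus 3 SD of all compounds in the same screening run, cut at about 4.5% in these data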;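 further: 0% = IMP-1 with DMSO and 100% = DMSO wells lacking enzyme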
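system = purified recombinant IMP-1 beta-lactamase | amount = 0.2 nM IMP-1, as dispensed | medium = HEPES buffer pH 7.1 with ZnSO4 and Brij 35 | times = 25 °C, 15 min preincubation, 25 min reaction | detection = plate fluorescence quenching by hydrolysis product, ex 480/em 530 nm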
* hit, by the source's call; nt = not tested or not shown. A portion of the library; rates above refer to the full screens.

molecule	NS3 helicase inh	VIM-2 inh	MEKK3 PB1 HTS	PHOSPHO1 inh	p-CIP stab down	UBC9 SUMO inh	FID counter	IDE cell activ	IMP-1 inh
CN(Cc1ccccc1)Cc1nc2c(c(=O)n(C)c(=O)n2C)n1Cc1ccc(F)cc1	-10	0.7	99	12	3	5	-16	4	-2.7
CN(C(=O)c1cc(C(=O)N(C)c2ccccc2)cc([N+](=O)[O-])c1)c1ccccc1	-7	-1.1	109	44	0	-1	-30	8	-2.3
COc1cc(Cl)c(NS(=O)(=O)c2c(C(=O)N3CCCC3)c(C)n(C)c2C)c(OC)c1	2	-3.5	100	50	-2	8	-20	2	-2.1
CC(O)(C#CCN1CCOCC1)c1ccccc1 (stereo not given)	13	-2.0	nt	1	-4	2	6	1	-6.3
Cc1ccc2nc(-c3ccc(-c4ccccn4)s3)cn2c1	3	0.2	102	22	-6	12	-11	2	-1.3
CCCCCCOc1ccc(C(CC(=O)O)C(N)=O)cc1 (stereo not given)	10	-0.3	107	-1	0	17	-6	5	-1.7
COc1cccc(C(=O)N2CCN(c3ncccn3)CC2)c1	1	-2.2	102	-6	-14	-15	-5	5	-3.6
N=c1n(CCCOc2ccc(Br)cc2)c2ccccc2n1CC(N)=O	-30	0.1	98	19	6	18	20	2	-0.2
COc1ccccc1CCC(=O)Nc1cccc(S(=O)(=O)N2CCOCC2)c1	-4	-2.2	96	28	-11	12	-8	4	-1.5
CC(C)c1cc(N=NC(N)=O)cc(C(C)C)c1O	5	-3.1	103	-6	-9	-1	2	-2	-4.1
COc1cccc(N2CCN(C(=O)c3cc4c(s3)-c3ccccc3OC4)CC2)c1	-10	-4.0	97	31	-2	4	-34	2	-2.8
Cc1ccccc1OC(C)C(=O)Nc1ccc2c(c1)OCO2 (stereo not given)	2	-2.3	102	18	-17	3	-22	2	-2.5
CC(=O)Nc1ccc(S(=O)(=O)N(C)C2CCN(C)CC2)cc1	0	-1.1	106	nt	10	11	0	0	0.3
CC(C)(C)NC(=O)COC(=O)c1ccccc1C(=O)c1ccccc1	12	0.8	84	32	4	2	-22	-5	0.5
O=S(=O)(/C=C/c1cccc(Br)c1)N1CCOCC1	3	-2.7	103	30	-13	nt	-7	-5	-1.0
CCCCCC(=O)Nc1cccc(C2=NOC3(C2)C[C@@H](C(N)=O)N(C(=O)c2ccc(Cl)cc2)C3)c1 (stereo not given in full)	nt	nt	93	0	4	-30	nt	1	nt
Cc1csc(NC(=O)c2ccc(S(=O)(=O)N3CCN(C)CC3)cc2)n1	0	-3.4	102	26	-3	5	6	3	-3.7
CC(C)CNC(=O)N1c2ccccc2Sc2ccccc21	-8	-3.8	100	-8	-6	2	-19	4	-4.1
COc1cc(OC)cc(C(=O)NCC(=O)OCC(=O)c2cc(OC)ccc2OC)c1	2	-2.8	102	7	-10	11	-19	0	-2.8
Cc1ccc(NC(=O)CSc2nnc(-c3cccnc3)n2-c2ccc(C)cc2)cc1	-2	-0.6	69	0	-4	-3	-14	-12	-1.2

A stretch of the results above, as a working copy:
molecule	NS3 helicase inh	VIM-2 inh	MEKK3 PB1 HTS	PHOSPHO1 inh	p-CIP stab down	UBC9 SUMO inh	FID counter	IDE cell activ	IMP-1 inh
COc1cc(OC)cc(C(=O)NCC(=O)OCC(=O)c2cc(OC)ccc2OC)c1	2	-2.8	102	7	-10	11	-19	0	-2.8
Cc1ccc(NC(=O)CSc2nnc(-c3cccnc3)n2-c2ccc(C)cc2)cc1	-2	-0.6	69	0	-4	-3	-14	-12	-1.2

The main list resumes; the four compounds before the break are reprinted first.
molecule	NS3 helicase inh	VIM-2 inh	MEKK3 PB1 HTS	PHOSPHO1 inh	p-CIP stab down	UBC9 SUMO inh	FID counter	IDE cell activ	IMP-1 inh
Cc1csc(NC(=O)c2ccc(S(=O)(=O)N3CCN(C)CC3)cc2)n1	0	-3.4	102	26	-3	5	6	3	-3.7
CC(C)CNC(=O)N1c2ccccc2Sc2ccccc21	-8	-3.8	100	-8	-6	2	-19	4	-4.1
COc1cc(OC)cc(C(=O)NCC(=O)OCC(=O)c2cc(OC)ccc2OC)c1	2	-2.8	102	7	-10	11	-19	0	-2.8
Cc1ccc(NC(=O)CSc2nnc(-c3cccnc3)n2-c2ccc(C)cc2)cc1	-2	-0.6	69	0	-4	-3	-14	-12	-1.2
CC(=O)Nc1cccc(C(=O)OCc2ccc(C(=O)Oc3ccc(Cl)cc3)cc2)c1	-7	3.2	99	34	-3	0	2	3	0.5
O=C(Nc1ccccc1)C1=C[C@@H](c2ccc(Br)cc2)C[C@@H](OCCCCO)O1	-10	-2.3	98	36	-9	-19	-17	3	-1.9
CCCCCc1ccc(CC(=O)N2CCOCC2)cc1	-1	1.3	101	-21	8	2	-30	3	0.9
O=C(C[n+]1cccc(NC(=O)c2ccccc2)c1)c1ccc(NC(=O)c2ccccc2)cc1	-78	-2.5	nt	0	-3	5	15	-6	-2.2
Nc1ccc(C(=O)N/N=C\C=C\c2ccc([N+](=O)[O-])cc2)cc1	4	-3.1	97	-2	-16	7	2	3	-4.1
Cc1cccc(C)c1NC1=NC(C)(C)N=C(N)N1	4	-1.4	97	-8	-2	1	-3	0	0.0
CC(C)Cn1c(N)c(C(=O)COC(=O)c2ccncc2)c(=O)n(C)c1=O	1	0.3	104	52	-16	23	-13	3	-6.9
C/C(=N\Nc1nncc2ccccc12)c1ccc(OCC(=O)N(C)C)cc1	-3	-2.9	98	8	-15	3	-33	1	-2.5
O=C(N1CCOCC1)N1CCN(S(=O)(=O)c2ccc(F)cc2)CC1	2	1.0	112	10	-3	15	-9	7	-5.5
O=C(Nc1cccn2ncnc12)C(F)(F)F	1	0.3	112	20	2	2	-13	2	-2.8
CC(=O)c1ccc(NC(=O)C2CCCN(S(=O)(=O)c3cccc4nonc34)C2)cc1 (stereo not given)	-9	-0.5	94	36	7	9	-33	4	-1.9
CCn1c(SCc2ccccc2)nc2c1c(=O)[nH]c(=O)n2C	4	0.7	108	47	-2	10	-17	4	-0.2
COc1ccc([N+](=O)[O-])cc1NC(=O)CSc1nncn1-c1ccccc1	-3	0.0	107	-7	-1	5	6	-2	-5.0
COC(=O)c1ccc(COc2ccccc2/C=N/NS(=O)(=O)c2ccccc2)cc1	-9	-0.8	103	5	6	-9	-9	0	-1.8
Cc1onc(-c2c(Cl)cccc2Cl)c1C(=O)N1CCc2ccccc2C1	-1	1.6	nt	48	-12	-19	-20	4	-0.6
O=C(c1ccccc1)c1c[nH]c2cc3c(cc2c1=O)OCCO3	-5	-1.9	121	17	-2	-12	-4	6	-4.3
Cc1ccc(NC(=O)c2ccc(NCc3ccc(F)cc3)nc2)cc1	3	-1.1	116	-3	3	-8	-3	-2	-2.4
CCn1cc(CN2CCCC(C(=O)c3ccc(-c4ccccc4)c(F)c3)C2)cn1 (stereo not given)	-56	-2.5	100	17	0	-1	10	-7	-2.3
CCOC(=O)c1[nH]c2cc(OC)c(OC)cc2c1NC(=O)CCN1CCSCC1	13	0.3	84	14	8	-3	15	2	0.8
O=C(O)CN1C(=O)NC2(CCCc3ccccc32)C1=O (stereo not given)	8	-1.0	103	27	-17	27	-10	-1	-1.1

Only IMP-1 inh and PHOSPHO1 inh, for some of the entries so far:
SMILES | IMP-1 inh | PHOSPHO1 inh
CCOC(=O)c1[nH]c2cc(OC)c(OC)cc2c1NC(=O)CCN1CCSCC1 | 0.8 | 14
O=C(O)CN1C(=O)NC2(CCCc3ccccc32)C1=O (stereo not given) | -1.1 | 27

The listing continues.
molecule	NS3 helicase inh	VIM-2 inh	MEKK3 PB1 HTS	PHOSPHO1 inh	p-CIP stab down	UBC9 SUMO inh	FID counter	IDE cell activ	IMP-1 inh
CN1C(=O)CSc2ccc(NC(=O)NCc3ccco3)cc21	2	-4.6	96	-12	0	16	-3	5	-1.5
Cc1c(-n2cc(C(=O)c3ccccc3O)cc(C#N)c2=O)c(=O)n(-c2ccccc2)n1C	-4	0.3	nt	21	-10	1	-7	-2	-1.1
OCCN(Cc1ccccc1)C(=S)NC1CCCCC1	2	-2.5	102	42	5	5	-2	5	-1.8
Cc1csc(CN(C)C(=O)c2cn(Cc3cccc4ccccc34)nn2)n1	-5	-1.3	100	23	5	11	-39	-2	-2.9
CC(C)Cc1nc(N2CCN(C(=O)c3ccco3)CC2)c(C#N)c2c1CCCC2	-10	-1.8	97	26	-10	1	-42	-2	-2.2
O=C(N/N=C/c1cc(Br)c(Br)o1)c1cc2ccccc2o1	9	-3.1	96	22	2	18	-15	1	1.5
Cc1cc(C)n(CC(=O)NCc2cc(-c3nn(C)c(=O)c4ccccc34)ccc2C)n1	2	3.0	91	-34	-9	26	-29	-1	-2.4
O=c1nc(N2CCCCC2)nc2n1CCO2	-4	-2.7	104	18	-5	-4	0	1	-2.4
CCCc1cc(=O)n2[nH]cc(-c3ccc(Cl)cc3)c2n1	26	-2.9	91	-1	2	5	-10	1	-2.4
CCCNC(=O)c1onc(CSc2ccccn2)c1C(=O)NCCC	nt	nt	90	0	0	3	nt	-4	nt
COc1ccccc1C1NC(=O)NC(C)=C1C(=O)Nc1cccc(C)c1C (stereo not given)	-4	-0.3	111	0	-20	20	-9	-2	5.0*
Cc1ccc(CNC(=O)CC2C(=O)Nc3c2c(=O)n(C)c(=O)n3Cc2ccccc2)cc1 (stereo not given)	1	-3.1	91	21	-1	25	-11	-2	-1.6
COC(=O)c1ccc(COc2ccc(/C=C(\C#N)c3nc4ccccc4[nH]3)cc2OC)o1	-3	-0.7	98	-18	-16	24	-5	-6	-2.3
COc1ccc2[nH]c(=O)c(CN(C(=O)c3ccco3)C(C)C)cc2c1	1	-2.2	108	-20	-9	30	-11	8	-3.0
CCN1CCN(C(=O)c2ccc(OC)c(S(=O)(=O)Nc3ccc(C)cc3)c2)CC1	-3	-3.0	99	25	-30	10	0	-5	-3.8
O=C(c1ccco1)N1CCN(C(c2cccs2)c2nnnn2C2CCCCC2)CC1 (stereo not given)	-10	-1.5	101	-33	-3	-6	-16	-4	-3.7
